All columns: NCI-60 one-dose screen, growth in % after 48 h at 10 µM unless noted; 100 = growth as untreated, 0 = no growth, -100 = all killed.
SW-620 = SW-620 colon cancer | hit rate 5.2% among 82,000
HCC-2998 = HCC-2998 colon cancer; hit rate 4.7% among 79,000; AID 1794799
SNB-75 = SNB-75 CNS cancer. AID 1794750. hit rate 5% among 79,000
HCT-15 = HCT-15 colon cancer; hit rate 5.2% among 82,000; AID 1794746
KM12 = KM12 colon cancer cells; AID 1794800; hit rate 5% among 82,000
SF-268 = SF-268 CNS cancer cells; hit rate 3.1% among 82,000; AID 1794759
HCT-116 = HCT-116 colon cancer; hit rate 7.3% among 82,000
HT29 = HT29 colon cancer; hit rate 7.4% among 81,000; AID 1794748
SNB-19 = SNB-19 CNS cancer cells; hit rate 2.5% among 81,000
Numbers without * were called inactive; & = joins results of further samples. How the source made its calls: active means growth percent below 10; inactive means the rest.

How did O=C1NC(=O)c2ccc3c4c(ccc1c24)C(=O)NC3=O do in these assays?
SW-620: 104; HCC-2998: 89; SNB-75: 110; HCT-15: 96; KM12: 77; SF-268: 115; HCT-116: 85; HT29: 104; SNB-19: 115

How did O=[N+]([O-])c1ccc2[nH]cnc(=S)c2c1 do in these assays?
SW-620: 100; HCC-2998: 103; SNB-75: 82; HCT-15: 95; KM12: 97; SF-268: 95; HCT-116: 82; HT29: 90; SNB-19: 94

How did O=C(N=Nc1c(O)[nH]c2ccccc12)c1cc2ccccc2[nH]1 do in these assays?
SW-620: 110; HCC-2998: 97; SNB-75: 95; HCT-15: 96; KM12: 100; SF-268: 92; HCT-116: 101; HT29: 106; SNB-19: 100

What do the screens show for `COc1ccc(-c2nnc(CNc3ccc(Cl)cc3)o2)cc1OC`?
SW-620: 100; HCC-2998: 94; SNB-75: 87; HCT-15: 97; KM12: 89; SF-268: 94; HCT-116: 89; HT29: 94; SNB-19: 104

What do the screens show for `O=c1[nH]c(CCl)nc2c(-c3nc4ccccc4s3)c(Nc3ccccc3)sc12`?
SW-620: 99; HCC-2998: 89; SNB-75: 95; HCT-15: 97; KM12: 89; SF-268: 103; HCT-116: 95; HT29: 97; SNB-19: 97

Results for CN(C)Cc1cc(C(C)(C)C)ccc1O ?
SW-620: 98; HCC-2998: 104; SNB-75: 100; HCT-15: 99; KM12: 97; SF-268: 94; HCT-116: 101; HT29: 98; SNB-19: 115

How did COc1cc(C2(C)SCCCS2)cc(OC)c1OC do in these assays?
SW-620: 105; HCC-2998: 91; HCT-15: 99; KM12: 98; SF-268: 94; HCT-116: 102; HT29: 100; SNB-19: 110

Results for C=C1C(=O)O[C@H]2[C@H]1CC/C(COC(=O)NCc1ccc(Cn3c(=O)sn(CCCC)c3=O)cc1)=C\CC[C@@]1(C)O[C@@H]21 ?
SW-620: -47*; HCC-2998: 98; SNB-75: 83; HCT-15: 24; KM12: 101; SF-268: 82; HCT-116: 3.3*; HT29: 0.3*; SNB-19: 100

What do the screens show for `COC(=O)c1ccc(C2SCC(=O)N2NC(=O)c2[nH]c3ccc(F)cc3c2-c2ccccc2)cc1` (stereo not drawn)?
SW-620: 105; HCC-2998: 95; SNB-75: 69; HCT-15: 97; KM12: 101; SF-268: 83; HCT-116: 83; HT29: 100; SNB-19: 72

Results for O=C=Nc1ccccc1[N+](=O)[O-] ?
SW-620: 104; HCC-2998: 109; SNB-75: 95; HCT-15: 95; KM12: 106; SF-268: 98; HCT-116: 105; HT29: 139; SNB-19: 115

What do the screens show for `c1ccc2c(c1)CC1C[C@@H](c3cccc4ccccc34)N2O1` (stereo partly drawn)?
SW-620: 88; HCC-2998: 92; SNB-75: 76; HCT-15: 81; KM12: 100; SF-268: 101; HCT-116: 75; SNB-19: 86

Results for C=C[C@]1(C)C(Cl)=C[C@H]2C(=O)[C@@H]1c1cccc3c1c(cn3C)C2(C)C ?
SW-620: 95; HCC-2998: 104; SNB-75: 89; HCT-15: 84; KM12: 90; SF-268: 92; HCT-116: 80; HT29: 96; SNB-19: 97

What do the screens show for `Cc1cccc2c(-c3ccccc3)c(Cc3ccccc3)[nH]c12`?
SW-620: 97; HCC-2998: 107; SNB-75: 91; HCT-15: 100; KM12: 97; SF-268: 97; HCT-116: 91; HT29: 93; SNB-19: 109

Results for O=C(/C=C/c1ccco1)c1ccc(NC(=O)c2ccccc2CN2C(=O)c3ccccc3C2=O)cc1 ?
SW-620: 105; HCC-2998: 112; SNB-75: 98; HCT-15: 97; KM12: 89; SF-268: 95; HCT-116: 84; HT29: 107; SNB-19: 91

How did COc1cccc(-c2nc3sccn3c2-c2ccnc(NCCNC(=O)c3cc(N4CCOCC4)cc(C(F)(F)F)c3)n2)c1 do in these assays?
SW-620: 109; HCC-2998: 99; SNB-75: 72; HCT-15: 86; KM12: 83; SF-268: 86; HCT-116: 76; HT29: 59; SNB-19: 103

What do the screens show for `Cc1ccc(S(=O)(=O)Nc2ccccc2)cc1[N+](=O)[O-]`?
SW-620: 104; HCC-2998: 104; SNB-75: 85; HCT-15: 100; KM12: 114; SF-268: 116; HCT-116: 108; HT29: 83; SNB-19: 110

How did Cc1c(/C=N\Nc2ccccc2)[nH]c(=O)[nH]c1=O do in these assays?
SW-620: 104; HCC-2998: 101; SNB-75: 71; HCT-15: 101; KM12: 84; SF-268: 104; HCT-116: 92; HT29: 108; SNB-19: 106

What do the screens show for `CCCS(=O)(=O)c1ncnc2nc[nH]c12`?
SW-620: 103; HCC-2998: 105; SNB-75: 96; HCT-15: 103; KM12: 106; SF-268: 102; HCT-116: 94; HT29: 91; SNB-19: 101

How did c1ccc(CCCCc2ccncc2)cc1 do in these assays?
SW-620: 105; SNB-75: 97; HCT-15: 105; KM12: 107; SF-268: 97; HCT-116: 97; HT29: 106; SNB-19: 89

What do the screens show for `COc1ccc(-c2c(-c3cc(OC)c(OC)c(OC)c3)noc2N)cc1`?
SW-620: 22; HCC-2998: 17; SNB-75: 53; HCT-15: 28; KM12: 7.3*; SF-268: 24; HCT-116: 8.8*; SNB-19: 39

What do the screens show for `Cc1cc(C(N)=S)no1`?
SW-620: 101; HCC-2998: 114; SNB-75: 104; HCT-15: 105; KM12: 103; SF-268: 111; HCT-116: 102; HT29: 97; SNB-19: 96

What do the screens show for `Cc1c(C(=O)NO)sc2ncnc(Nc3ccc(NC(=S)Nc4ccccc4)cc3)c12`?
SW-620: 105; HCC-2998: 100; SNB-75: 88; HCT-15: 95; KM12: 102; SF-268: 98; HCT-116: 105; HT29: 103; SNB-19: 96

What do the screens show for `O=C(O)c1ccc(-n2cc(CNc3cccc(Cl)c3)c(-c3ccc(C(F)(F)F)cc3)n2)cc1`?
SW-620: 82; HCC-2998: 94; HCT-15: 49; KM12: 63; SF-268: 79; HCT-116: 61; HT29: 80; SNB-19: 75

How did COc1ccc(-c2cc(-c3ccc(Nc4ncnc5cc(Cl)ccc45)cc3)nc(N3CCCC3)n2)cc1OC do in these assays?
SW-620: 94; HCC-2998: 114; SNB-75: 96; HCT-15: 105; KM12: 103; SF-268: 98; HCT-116: 96; HT29: 102; SNB-19: 102

What do the screens show for `CC(CCc1ccccn1)C(=O)c1ccccc1` (stereo not drawn)?
SW-620: 106; HCC-2998: 98; SNB-75: 91; HCT-15: 101; KM12: 109; SF-268: 103; HCT-116: 108; HT29: 106; SNB-19: 99

How did O=C(O)CCCCc1ccc([N+](=O)[O-])cc1 do in these assays?
SW-620: 116&96; HCC-2998: 95&106; SNB-75: 90&99; HCT-15: 101&101; KM12: 108&91; SF-268: 115&99; HCT-116: 102&103; HT29: 98&105; SNB-19: 105&101

What do the screens show for `N=C(N)c1ccc(-c2ccc(-c3ccccc3)s2)cc1F`?
SW-620: -85*; HCC-2998: -79*; SNB-75: -92*; HCT-15: -77*; KM12: -86*; SF-268: -85*; HCT-116: -92*; HT29: -90*; SNB-19: -76*

Results for Clc1ccc(NC2=NCCN=C(Nc3ccc(Cl)cc3)SS2)cc1 ?
SW-620: 103; HCC-2998: 98; SNB-75: 83; HCT-15: 82; KM12: 102; HCT-116: 92; SNB-19: 98

What do the screens show for `COc1cc(C2N(c3ccc(Cl)cc3)NC(=O)[C@@H]3CCCN23)cc(OC)c1OC` (stereo partly drawn)?
SW-620: 99; HCC-2998: 92; SNB-75: 84; HCT-15: 95; KM12: 88; SF-268: 81; HCT-116: 92; HT29: 86; SNB-19: 97

How did C#CCOc1cc(/C=N/Nc2nc(-c3ccc(Br)cc3)cs2)ccc1O do in these assays?
SW-620: 87; HCC-2998: 96; SNB-75: 69; HCT-15: 66; KM12: 69; SF-268: 75; HCT-116: 44; HT29: 84; SNB-19: 76

What do the screens show for `O=[N+]([O-])c1csc2ccccc12`?
SW-620: 103; HCC-2998: 96; HCT-15: 113; KM12: 104; SF-268: 104; HCT-116: 107; HT29: 106; SNB-19: 107

What do the screens show for `CCOC(=O)c1ccc(NCn2nc(-c3cc(-c4ccccc4)nc4ccccc34)oc2=S)cc1`?
SW-620: 103; HCC-2998: 109; SNB-75: 84; HCT-15: 106; KM12: 101; SF-268: 86; HCT-116: 91; HT29: 107; SNB-19: 99

How did COc1ccc(CC(=S)N2CCOCC2)cc1 do in these assays?
SW-620: 110; SNB-75: 93; HCT-15: 111; KM12: 120; SF-268: 108; HCT-116: 96; HT29: 89; SNB-19: 96

What do the screens show for `COC(=O)C(Cc1c[nH]c2ccccc12)NC(=O)C(NC(=O)OC(C)(C)C)C(C)C` (stereo not drawn)?
SW-620: 103; HCC-2998: 110; SNB-75: 89; HCT-15: 106; KM12: 107; SF-268: 116; HCT-116: 103; HT29: 112; SNB-19: 99

What do the screens show for `C/C(Cc1ccc(Cl)cc1)=C(/c1ccc(Cl)cc1)c1ccc(OCCN2CCOCC2)cc1`?
SW-620: 86; HCC-2998: 97; SNB-75: 94; HCT-15: 96; KM12: 107; SF-268: 98; HCT-116: 84; HT29: 95; SNB-19: 101

Results for CCCCOC(=O)C(C)OC(=O)c1cccc(C(=O)OC(C)C(=O)OCCCC)c1 (stereo not drawn) ?
SW-620: 106; HCC-2998: 117; SNB-75: 97; HCT-15: 108; KM12: 103; SF-268: 106; HCT-116: 103; HT29: 104; SNB-19: 109

What do the screens show for `N#Cc1cnc2c(C#N)c(Nc3ccccc3)nn2c1-c1ccco1`?
SW-620: 102; HCC-2998: 103; SNB-75: 90; HCT-15: 99; KM12: 103; SF-268: 103; HCT-116: 112; HT29: 100; SNB-19: 98

How did O=C(COc1ccc(-c2nc3ccccc3[nH]2)cc1)NN1C(=O)c2ccccc2C1=O do in these assays?
SW-620: 102; HCC-2998: 109; SNB-75: 97; HCT-15: 102; KM12: 99; SF-268: 93; HCT-116: 101; HT29: 105; SNB-19: 96

What do the screens show for `C=C(C)C(=O)OCCCCCCC`?
SW-620: 105; HCC-2998: 98; SNB-75: 79; HCT-15: 109; KM12: 100; SF-268: 104; HCT-116: 99; HT29: 85; SNB-19: 117

Results for COc1ccc(-c2ccc(NC(=O)Nc3ccc(Cl)cc3)c(C)n2)cc1 ?
SW-620: 77; HCC-2998: 104; SNB-75: 85; HCT-15: 86; KM12: 93; SF-268: 96; HCT-116: 76; HT29: 85; SNB-19: 94

How did Cc1cc2c(cc1S(N)(=O)=O)S(=O)(=O)CCC2 do in these assays?
SW-620: 101; HCC-2998: 95; SNB-75: 110; HCT-15: 104; KM12: 105; SF-268: 110; HCT-116: 104; HT29: 105; SNB-19: 104

How did COc1cc(-c2nc3ccc(C)cc3n2CC(=O)NNC(=O)c2ccncc2)cc(OC)c1OC do in these assays?
SW-620: 113; HCC-2998: 102; SNB-75: 76; HCT-15: 98; KM12: 101; SF-268: 97; HCT-116: 106; HT29: 109; SNB-19: 105

How did CCOC(=O)/C(Cl)=C\OC(=O)c1ccccc1 do in these assays?
SW-620: 48; SNB-75: 75; HCT-15: 70; KM12: 103; SF-268: 95; HCT-116: 25; HT29: 63; SNB-19: 87

Ten structures from above, arranged by SMILES length, ascending:
Results for CN(C)Cc1cc(C(C)(C)C)ccc1O ?
SW-620: 98; HCC-2998: 104; SNB-75: 100; HCT-15: 99; KM12: 97; SF-268: 94; HCT-116: 101; HT29: 98; SNB-19: 115

What do the screens show for `CC(CCc1ccccn1)C(=O)c1ccccc1` (stereo not drawn)?
SW-620: 106; HCC-2998: 98; SNB-75: 91; HCT-15: 101; KM12: 109; SF-268: 103; HCT-116: 108; HT29: 106; SNB-19: 99

How did COc1cc(C2(C)SCCCS2)cc(OC)c1OC do in these assays?
SW-620: 105; HCC-2998: 91; HCT-15: 99; KM12: 98; SF-268: 94; HCT-116: 102; HT29: 100; SNB-19: 110

How did CCOC(=O)/C(Cl)=C\OC(=O)c1ccccc1 do in these assays?
SW-620: 48; SNB-75: 75; HCT-15: 70; KM12: 103; SF-268: 95; HCT-116: 25; HT29: 63; SNB-19: 87

How did O=[N+]([O-])c1ccc2[nH]cnc(=S)c2c1 do in these assays?
SW-620: 100; HCC-2998: 103; SNB-75: 82; HCT-15: 95; KM12: 97; SF-268: 95; HCT-116: 82; HT29: 90; SNB-19: 94

How did C#CCOc1cc(/C=N/Nc2nc(-c3ccc(Br)cc3)cs2)ccc1O do in these assays?
SW-620: 87; HCC-2998: 96; SNB-75: 69; HCT-15: 66; KM12: 69; SF-268: 75; HCT-116: 44; HT29: 84; SNB-19: 76

What do the screens show for `C/C(Cc1ccc(Cl)cc1)=C(/c1ccc(Cl)cc1)c1ccc(OCCN2CCOCC2)cc1`?
SW-620: 86; HCC-2998: 97; SNB-75: 94; HCT-15: 96; KM12: 107; SF-268: 98; HCT-116: 84; HT29: 95; SNB-19: 101

Results for C=C[C@]1(C)C(Cl)=C[C@H]2C(=O)[C@@H]1c1cccc3c1c(cn3C)C2(C)C ?
SW-620: 95; HCC-2998: 104; SNB-75: 89; HCT-15: 84; KM12: 90; SF-268: 92; HCT-116: 80; HT29: 96; SNB-19: 97

What do the screens show for `O=C(O)c1ccc(-n2cc(CNc3cccc(Cl)c3)c(-c3ccc(C(F)(F)F)cc3)n2)cc1`?
SW-620: 82; HCC-2998: 94; HCT-15: 49; KM12: 63; SF-268: 79; HCT-116: 61; HT29: 80; SNB-19: 75

What do the screens show for `COC(=O)c1ccc(C2SCC(=O)N2NC(=O)c2[nH]c3ccc(F)cc3c2-c2ccccc2)cc1` (stereo not drawn)?
SW-620: 105; HCC-2998: 95; SNB-75: 69; HCT-15: 97; KM12: 101; SF-268: 83; HCT-116: 83; HT29: 100; SNB-19: 72
